Screening results from PubChem BioAssay.
LDHA block – blocks human lactate dehydrogenase A. P00338. purified LDHA, NADH/diaphorase-resazurin fluorescence; active compounds read low. activity change, % (values are at about 110 or 230 µM). actives 0.15% (n = 480,000). AID 1347041; in the data active = activity change below about -30%; inconclusive = mostly about -25% to -30%;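 also: plate controls were DMSO wells for no effect and wells without enzyme for full effect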
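Human LDH5 at 2 nM final in Tris HCl pH 7.4 with 0.06 mM NADH and 0.2 mM pyruvate, reacted 5 minutes at room temperature. Remaining NADH coupled via diaphorase/resazurin; resorufin fluorescence read at 0 and 20 minutes, normalized to enzyme-free and DMSO wells.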
Vif-A3F inh – inhibitors of Vif-A3F interaction. Potency, µM (titrated, usually from 46.1 µM), for the others: at the highest dose activity, negative = active. HeLa A3F-eYFP + Vif (tagged APOBEC3F with the HIV-1 protein that degrades it), YFP fluorescence increase. AID 602313. actives 0.2% (n = 390,000); also: potency is read from the fitted curve at half-maximal effect; % of control where 0% means no effect; nearly all actives have a fitted effect of over 65% in size
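HeLa cells stably expressing Vif plus C-terminally eYFP-tagged A3F were seeded, incubated overnight at 37 deg C, dosed with compound, incubated overnight again at 37 deg C. Yellow fluorescence (Ex 488/Em 500-530) reported blocked Vif-mediated A3F-eYFP degradation.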
D1 antag – antagonists of human D1 dopamine receptor | HEK293 TREx D1 cells, calcium flux, dopamine EC80; active compounds read low | actives 3.2% (n = 360,000) | AID 504652 | P21728 | activity change, negative = inhibition, % at 10 µM; in the data active = activity change below about -30%; also: % is scaled to controls: 0 for no effect and ±100 for the full control effect
Target sequence (P21728 whole entry, looked up): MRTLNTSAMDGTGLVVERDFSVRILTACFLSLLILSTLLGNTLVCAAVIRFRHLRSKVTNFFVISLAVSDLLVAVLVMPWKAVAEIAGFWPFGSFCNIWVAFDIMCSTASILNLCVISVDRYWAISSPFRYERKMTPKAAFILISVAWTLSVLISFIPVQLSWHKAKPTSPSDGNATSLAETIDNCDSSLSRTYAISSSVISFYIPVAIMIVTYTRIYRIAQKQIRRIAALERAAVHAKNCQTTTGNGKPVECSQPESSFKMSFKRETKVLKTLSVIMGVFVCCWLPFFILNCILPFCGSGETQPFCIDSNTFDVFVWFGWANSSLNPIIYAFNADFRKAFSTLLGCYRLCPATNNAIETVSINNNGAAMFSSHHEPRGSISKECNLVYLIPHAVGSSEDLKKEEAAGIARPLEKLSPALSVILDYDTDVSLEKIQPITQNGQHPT
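After overnight tetracycline induction at 30 C, force-coupled D1 HEK293 cells took up a no-wash calcium dye at room temperature. Compounds were added and monitored 180 s, and the response to EC80 dopamine was then recorded.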
D2 PAM – positively modulates the human D2 dopamine receptor allosterically. HEK293 T-REx D2, calcium flux, EC20 dopamine potentiation. P14416. actives 0.34% (n = 340,000). potentiation, % at 10 µM;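 active = potentiation over 3 SD above the plate norm, cut at about 30% in these data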; also: 0% is about no effect
Target sequence (P14416 whole entry, looked up): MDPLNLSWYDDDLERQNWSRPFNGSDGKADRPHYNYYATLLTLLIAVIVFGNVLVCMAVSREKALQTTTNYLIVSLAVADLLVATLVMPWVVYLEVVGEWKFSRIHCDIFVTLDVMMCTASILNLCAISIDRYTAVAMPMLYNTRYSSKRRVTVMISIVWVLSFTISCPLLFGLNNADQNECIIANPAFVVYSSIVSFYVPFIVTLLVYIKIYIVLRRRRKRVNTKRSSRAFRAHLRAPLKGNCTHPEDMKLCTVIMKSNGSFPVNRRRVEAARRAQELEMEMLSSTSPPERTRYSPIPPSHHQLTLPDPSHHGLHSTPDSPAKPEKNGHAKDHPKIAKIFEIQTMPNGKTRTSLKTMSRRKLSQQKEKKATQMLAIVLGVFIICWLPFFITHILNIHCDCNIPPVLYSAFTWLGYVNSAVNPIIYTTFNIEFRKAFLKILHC
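Primary screen. Calcium kinetics in induced HEK293 T-REx D2 cells: compound pre-addition 180 s, EC20 dopamine, 180 s more.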
RXFP1 agonist – activates the human relaxin receptor RXFP1; Q9HBX9; Potency, µM (doses to about 57.5 µM), for inactives: at the highest dose activation, most hits filed as activators; HEK293T-RXFP1 cAMP TR-FRET, 30 min; response scale: percent of porcine relaxin response, buffer zero; actives 0.3% (n = 370,000); also: potency is read from the fitted curve at half-maximal effect; % is scaled to controls: 0 for no effect and ±100 for the full control effect; nearly all actives have a fitted effect of over 60% in size; many of its hits are not listed in these tables
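cAMP rise read by TR-FRET after 30 min, 37C compound exposure (up to 58 uM) in RXFP1-transfected HEK293 cells with Ro 20174 present. EC50 from Hill-equation fits, with 29 nM porcine relaxin as 100% and buffer as basal.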
Vif-APOBEC3G blk – Vif-A3G binding inhibition. Q9HC16. actives 0.076% (n = 410,000). AID 602310. Potency, µM (titrated, usually from 46.1 µM), without a hit: at the top dose activity, negative = active, hits mostly inhibitors. HeLa A3G-eYFP + Vif (tagged APOBEC3G with the HIV-1 protein that degrades it), YFP fluorescence, overnight;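 also: potency is read from the fitted curve at half-maximal effect; % is scaled to controls: 0 for no effect and ±100 for the full control effect; nearly all actives have a fitted effect of over 60% in size; hits raise eYFP signal because A3G escapes Vif-driven loss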
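HeLa cells stably expressing Vif and C-terminally eYFP-tagged A3G, seeded overnight at 37 deg C, then exposed to compound by pintool overnight at 37 deg C. Rise in yellow fluorescence (Ex 488/Em 500-530, Acumen) marks blocked Vif-driven A3G degradation.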
D1 agonist – human D1 receptor agonism; AID 504660; actives 1% (n = 360,000); HEK293 T-REx D1 cells, calcium flux, agonist mode; P21728; activation, % at 2 µM; in the data active = activation above about 30%; also: 0% is about no effect
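Agonism was scored from calcium flux recorded over 180 s (1 read/s) after pintool compound addition, following a 10-cycle baseline. Cells were inducible force-coupled HEK293 TREx D1, plated overnight at 30 C and loaded with no-wash calcium dye.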
D1 PAM – human D1 dopamine receptor positive modulation; P21728; HEK293 TREx D1 cells, calcium flux, dopamine EC20 potentiation; potentiation, % at 10 µM; actives 0.036% (n = 360,000); AID 504651; in the data active = potentiation above about 30%; also: 0% is about no effect
Glioma ERSR ind – ER stress response induction in glioma; U87-MG GRP78 promoter luciferase reporter, 16 h; Potency, µM, for inactives: at the highest dose activation, most hits filed as activators; actives 0.02% (n = 420,000); AID 602332; also: potency is read from the fitted curve at half-maximal effect; series mostly up to about 76 µM; % of control where 0% means no effect; nearly all actives have a fitted effect of over 35% in size
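ERSR induction read as luciferase luminescence (Bright-Glo, 10 min at room temperature) in stably transfected human U87-MG glioma cells exposed to compounds for 16 h, using GRP78 as sensor.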
* hit, by the source's call; ? = inconclusive; . = no result given. Unless noted, calls follow the shape of the dose curve; as a rule, active = well fitted curve in the direction sought with a large enough effect; inconclusive = small, poorly fitted or top-dose-only effect, or another doubt; inactive = no such curve, though single readings can be large; an effect the other way counts as inactive or inconclusive.

SMILES	LDHA block	Vif-A3F inh	D1 antag	D2 PAM	RXFP1 agonist	Vif-APOBEC3G blk	D1 agonist	D1 PAM	Glioma ERSR ind
C=CCOC(=O)C1=C(C)OC(N)=C(C#N)C1c1ccc(OC)c(CSc2ccccn2)c1 (centres undefined)	0	-1%	13	8	-0.2%	-2%	5	-4	-4%
Cc1ccc(S(=O)(=O)NCCN2CCOCC2)c(C)c1	-4	11%	13	-1	1.6%	4%	2	-2	4%
COC(=O)Oc1c(Br)c(=O)oc2ccccc12	-4	4%	.	.	.	3%	.	.	-6%
Cc1c(Cl)ccc2c1NC(=O)[C@]21[C@@H]2C(=O)N(Cc3ccccc3)C(=O)[C@@H]2[C@@H]2CCCN21	5	1%	16	-3	2.4%	?	9	-8	5%
CC(C)c1nc(Cl)c(C#N)c2c1CSC(C)(C)C2	-11	-19%	0	-10	2.4%	-3%	2	-4	0%
CNC(=O)C(Sc1nc(C)nc2c1oc1ccccc12)C(C)=O (centres undefined)	2	?	5	23	?	?	9	-4	-2%
CC(C)N1C(=O)CCC1C(=O)NCc1cccs1 (centres undefined)	-10	4%	-5	1	-1.8%	-4%	3	-1	1%
CCOc1ccc2ccccc2c1C1NC(=O)N(C)C(C)=C1C(=O)OCCOC (centres undefined)	-6	5%	1	8	1.6%	4%	2	-2	-4%
O=[N+]([O-])c1cccc(-c2nnc(SCc3cccnc3)o2)c1	-16	-3%	5	0	-2.5%	0%	2	0	7%
Cc1cc(C)c(C#N)c(SCc2nnc(-c3ccccc3)o2)n1	-4	-12%	3	0	0.1%	-1%	7	1	-13%
COc1ccc(C2c3cc4c(cc3OC(N3CCOCC3)C2C)OCO4)c(OC)c1 (centres undefined)	3	-15%	.	.	.	-18%	.	.	-5%
Nc1ccn(Cc2ccc(F)cc2)n1	-1	9%	-6	6	-0.2%	-9%	5	6	-6%
CCCS(=O)(=O)N1CCCC(C(=O)NCCCN2CCN(c3ccc(F)cc3)CC2)C1 (centres undefined)	2	-4%	-8	-20	-1.4%	0%	9	-10	2%
CCOc1ccccc1NC(=O)c1c(NCc2cccs2)sc2c1CCCCC2	-3	-12%	-1	9	2.7%	-3%	0	1	-4%
COc1cccc(NC(=O)CN2C(=O)c3cccc4cccc2c34)c1	-3	-7%	-1	-9	6.9%	-4%	1	-2	-7%

Random excerpt: 4 entries already listed.
SMILES	LDHA block	Vif-A3F inh	D1 antag	D2 PAM	RXFP1 agonist	Vif-APOBEC3G blk	D1 agonist	D1 PAM	Glioma ERSR ind
CCCS(=O)(=O)N1CCCC(C(=O)NCCCN2CCN(c3ccc(F)cc3)CC2)C1 (centres undefined)	2	-4%	-8	-20	-1.4%	0%	9	-10	2%
Cc1cc(C)c(C#N)c(SCc2nnc(-c3ccccc3)o2)n1	-4	-12%	3	0	0.1%	-1%	7	1	-13%
Nc1ccn(Cc2ccc(F)cc2)n1	-1	9%	-6	6	-0.2%	-9%	5	6	-6%
CC(C)c1nc(Cl)c(C#N)c2c1CSC(C)(C)C2	-11	-19%	0	-10	2.4%	-3%	2	-4	0%

The results go on:
SMILES	LDHA block	Vif-A3F inh	D1 antag	D2 PAM	RXFP1 agonist	Vif-APOBEC3G blk	D1 agonist	D1 PAM	Glioma ERSR ind
CCOC(=O)Cc1csc(SCC(=O)N2CCN(c3ccc(OC)cc3)CC2)n1	3	-7%	-7	-5	0.0%	0%	2	-3	-1%
COc1ccc(S(=O)(=O)N(CCc2ccccc2)CC(=O)NCc2ccc(C)cc2)cc1	-6	0%	-26	-2	1.7%	1%	26	-2	-5%
COc1ccc2c(c1)C(O)C(CO)C(C(=O)O)C2 (centres undefined)	-11	-9%	.	.	.	-5%	.	.	-2%
COc1ccc(/C=C(\C#N)C(=O)NCC2CCCO2)cc1OC (centres undefined)	-4	4%	7	1	3.1%	1%	2	1	1%
CCOC(=O)c1c(NC(=O)c2cc(-c3ccccc3OC)on2)sc(C)c1C	-2	0%	-3	0	-0.8%	-2%	0	-1	-3%
O=C(CN1C2CCCC1CC(NC(=O)C1CCCCC1)C2)Nc1ccccc1C(F)(F)F (centres undefined)	-4	-10%	-5	-9	0.0%	1%	1	-7	-4%
Cc1cc(C)nc(NC(=NCCc2c[nH]c3ccccc23)NC(=O)Nc2ccccc2)n1	0	-18%	8	3	0.5%	-16%	6	-7	-4%
O=C1CC(Nc2ccc(N3CCOCC3)cc2)C(=O)N1c1ccccc1 (centres undefined)	1	10%	-13	6	1.7%	0%	2	-6	2%
O=C(Nc1ccc2c(c1)OCO2)C(=O)c1c[nH]c2ccccc12	1	?	-6	-3	-0.1%	-16%	2	5	-3%
COc1ccc(/C=C/C(=O)N(CCC(N)=O)c2ccccc2)cc1S(=O)(=O)N1CCOCC1	-1	6%	-6	-4	-0.9%	-6%	2	-5	-3%
CCC1CN(S(=O)(=O)c2cc(-c3onc(C)c3C)ccc2C)c2cc(Cl)ccc2O1 (centres undefined)	1	-4%	6	1	-1.1%	4%	5	-2	-2%
COc1ccccc1OCc1ccc(C(=O)NC2CCCCC2)o1	-15	1%	0	7	0.3%	-8%	0	0	-1%
CCOc1ccc(CC(=O)Nc2ccc(S(=O)(=O)N3CCCC3)cc2)cc1	-1	4%	18	12	3.0%	0%	5	12	-4%
COC(=O)c1ccc(NS(=O)(=O)NC(=O)c2cn(C)c3ccccc23)cc1	-2	4%	12	6	1.7%	0%	1	-3	0%
O=C(N1CCOCC1)n1cnc2ccccc21	0	-12%	0	51*	1.6%	1%	0	4	-4%
O=C(Nc1cccc(-c2nc3ncccc3o2)c1)c1ccccc1	0	0%	-9	15	-2.6%	-7%	0	3	0%
CS(=O)(=O)N(CC(=O)Nc1ccccc1Cl)c1ccc(Cl)cc1	0	-3%	4	-4	-0.7%	-2%	1	-2	-1%
CCOc1ccc(/C=N/n2c(C3CCCCC3)n[nH]c2=S)cc1	-1	1%	-24	5	-1.1%	-1%	1	2	-7%
CCCC1(c2ccccc2)NC(=O)N(C/C=C/Cl)C1=O (centres undefined)	-4	2%	-5	7	3.6%	6%	0	-5	-2%
O=C(N/N=C/c1c(F)c(F)c(F)c(F)c1F)c1ccc(Cn2cc(Br)cn2)o1	-8	-13%	-14	13	3.0%	2%	1	1	-6%
COc1cc(O)cc2occ(-c3ccc(O)cc3)c(=O)c12	7	-4%	15	4	2.1%	3%	4	-1	0%
CCOC(=O)c1ccc2c(c1)N(CC(=O)N(C)c1ccccc1)C(=O)c1ccccc1S2	-6	-5%	12	-2	-1.9%	1%	3	0	-1%
Cc1ccc(OCC(=O)Nc2ccc3c(c2)nc(CCN2CCCC2)n3C)cc1	0	-4%	.	.	.	-6%	.	.	-5%
CCc1c(C(=O)NNC(=S)NCc2ccccc2)csc1C	-10	1%	-1	-11	0.6%	-7%	3	-1	-2%
O=C(COc1ccc(F)cc1)OCc1cc(=O)n2nc(-c3cccs3)sc2n1	-4	3%	-2	-13	?	2%	3	-4	-3%
O=C1COc2ccc(C(=O)COc3ccc([N+](=O)[O-])cc3)cc2N1	-1	-9%	-12	-3	8.2%	2%	5	0	-3%
COC(=O)c1cc(-c2ccc(Cl)cc2)n(-c2ccc(S(N)(=O)=O)cc2)n1	-19	14%	-24	-6	-1.2%	-8%	4	-5	-1%
Cc1noc(NS(=O)(=O)c2ccc(NC(=O)C(Cl)(Cl)Cl)cc2)c1C	0	2%	6	0	-0.3%	0%	8	-1	-2%
CC1=NN(c2ccccc2)C(=O)/C1=C/c1cccc(C)c1	2	-9%	5	10	-0.3%	?	0	-4	-5%
COc1ccc(-c2c(O)c(C#N)c(-c3ccccc3)n(-c3ccc(OC)cc3)c2=O)cc1	0	4%	-11	-2	5.5%	0%	4	-8	0%
Cc1nn(C)c(C)c1NC(=O)/C(C#N)=C\N(C)C	-4	-5%	-54*	-5	0.5%	-5%	2	-2	-5%
N#C/C(=C\c1cn(CCOc2ccccc2F)c2ccccc12)C(=O)NCc1cccs1	0	4%	-14	-6	4.2%	-11%	11	-3	-4%
Cc1cc(C(=O)OCC(=O)Nc2ccccc2[N+](=O)[O-])c2ccccc2n1	-4	3%	2	2	-1.9%	0%	1	-1	-1%
COc1ccc(C(=O)CCC(=O)Nc2cc(Cl)c(O)c(Cl)c2)cc1	8	-10%	-3	-5	0.0%	-6%	1	-1	-2%
COc1ccc2sc(-c3ccccc3OC)c(-c3ccc(OCCN4CCOCC4)cc3)c2c1	-3	-4%	.	.	.	-5%	.	.	-2%
CN1CCN(C(CNC(=O)C(=O)NC2CCCC2)c2ccc(F)cc2)CC1 (centres undefined)	0	0%	-19	5	1.2%	0%	1	-5	-4%
CCOC(=O)/C=C/S(=O)(=O)c1ccc(NC(C)=O)cc1	-1	1%	22	-1	0.7%	-25%	1	-6	-16%
COCc1nc2ccccc2n1Cc1ccccc1C	-4	-2%	-16	9	-1.5%	?	6	6	-1%
Cc1ccc(-n2c(C)nc3ccsc3c2=O)cc1	0	-11%	.	.	.	0%	.	.	-6%
CCCCc1nn2c(=O)cc(COC(=O)c3ccc(NC(=O)C(CC)CC)cc3)nc2s1	3	-2%	1	3	0.0%	2%	-1	2	-5%
COCC(=O)Nc1ccc(Br)cc1	-3	11%	-1	-4	-0.7%	1%	1	1	-1%
O=C(Nc1ccc(N2CCN(C(=O)c3ccccc3)CC2)cc1)c1cccnc1	1	10%	-1	3	-4.8%	2%	1	-9	0%
NC(=O)c1ccsc1NC(=O)COC(=O)Cc1n[nH]c(=O)c2ccccc12	-22	-30%	-1	0	0.1%	-1%	3	-3	-4%
O=C(NCCC1CCCCN1S(=O)(=O)c1ccccc1)C(=O)Nc1ccccc1F (centres undefined)	-1	4%	-4	8	4.5%	2%	15	-3	0%
CC1CN(C(C)C)C(=S)N(c2ccccc2)C1=O (centres undefined)	0	-15%	.	.	.	3%	.	.	-4%
CC(C(=O)Nc1ccccc1C(F)(F)F)n1nc(-c2ccccc2)c2c(c1=O)CCCC2 (centres undefined)	2	2%	9	-17	-3.3%	1%	-1	3	2%

A portion of the library. The share of hits here may be higher or lower than overall.
